Source: PubChem BioAssay
Apaf-1 inh: inhibitors of human Apaf-1 apoptosome, primary screen, biochemical, DEVD-Rh110 fluorescence, uHTS; inhibition, % at 20 µM; AID 489030, 2010; Apoptotic protease-activating factor 1 (Homo sapiens), O14727; hit rate 0.71% among 330,000; reconstituted apoptosome caspase-3 activity; active means inhibition of at least 40% at 20 µM;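 further: plate controls were DMSO wells for no effect and DEVD-CHO caspase inhibitor wells for full effect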
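Medium: Hepes buffer, pH 7.5 / System: biochemical Apaf-1 apoptosome reconstitution / Measured by: Rh110 fluorescence, excitation 480 nm, emission 540 nm / Times: compound with Apaf-1, dATP, procaspase-3 30 min, then 50 min reaction, room temperature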
SENP8 block-1: human SENP8 protease inhibitors, primary screen, biochemical, fluorescence, Nedd8 protein substrate, uHTS; recombinant SENP8; inhibition, % at 20 µM; hit rate 0.64% among 360,000; AID 602440, 2012; in the data active means inhibition mostly above about 40%, no sharp cut-off; inactive means mostly below about 27%
SENP8 block-2: SENP8 protease inhibitors, primary screen, biochemical, luminescence; purified SENP8, Z-RLRGG-aminoluciferin cleavage; inhibition, % at 10 µM; AID 2540, 2010; hit rate 1.2% among 330,000; in the data active means inhibition above about 50%
APOBEC3G inh: APOBEC3G DNA deaminase inhibitors, primary screen, biochemical, fluorescence, single-stranded DNA substrate, uHTS; recombinant A3G, ssDNA deamination FAM/TAMRA fluorescence; inhibition, % at 20 µM; hit rate 0.28% among 330,000; AID 493012, 2011;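 active means inhibition of at least 40% at 20 µM, with no more than 30% in the related APOBEC3A deaminase screen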;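 further: plate controls were DMSO wells with A3G for no effect and wells lacking A3G enzyme for full effect; some compounds called inactive have numbers as strong as hits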
SENP1 inh: human SENP1 catalytic domain inhibitors, primary screen, biochemical, FRET, uHTS | hit rate 0.21% among 360,000 | inhibition, % at 10 µM | Sentrin-specific protease 1 (Homo sapiens), Q9P0U3 | recombinant SENP1 catalytic domain, CyPet-SUMO1-YPet FRET cleavage;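 active means inhibition at least 30% at 10 µM, raw YFP signal under a set limit, fluorescence ratio 0.5 to 1.5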;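 further: 0% = enzyme with DMSO and 100% = no enzyme wells; some results filed as inactive read as strong as hits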
Target sequence (Q9P0U3 419-644 limits assumed): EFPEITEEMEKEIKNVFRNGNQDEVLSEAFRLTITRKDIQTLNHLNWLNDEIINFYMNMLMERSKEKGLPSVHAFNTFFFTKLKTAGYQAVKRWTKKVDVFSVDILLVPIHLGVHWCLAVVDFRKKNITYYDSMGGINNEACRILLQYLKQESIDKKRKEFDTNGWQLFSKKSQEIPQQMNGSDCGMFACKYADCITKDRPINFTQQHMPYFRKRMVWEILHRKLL
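Compound: 10 µM single point, 0.5% DMSO; Test system: hSENP1 catalytic domain, recombinant; Timing: 50 min reaction at room temperature; Technique: FRET, CFP and YFP emission; Control set: no-enzyme wells low, DMSO-plus-enzyme wells high control.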
SENP6 inh: SENP6 protease inhibitors, primary screen, biochemical, luminescence, uHTS. hit rate 1.8% among 330,000. Recombinant SENP6 catalytic domain, aminoluciferin luminescence. Sentrin-specific protease 6 (Homo sapiens), Q9GZR1. inhibition, % at 10 µM;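 active means inhibition above about 50% at the single tested dose, limit read from the data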;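 further: plate controls were DMSO wells with enzyme for no effect and DMSO wells lacking enzyme for full effect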
Target sequence (Q9GZR1 628-1112 limits assumed): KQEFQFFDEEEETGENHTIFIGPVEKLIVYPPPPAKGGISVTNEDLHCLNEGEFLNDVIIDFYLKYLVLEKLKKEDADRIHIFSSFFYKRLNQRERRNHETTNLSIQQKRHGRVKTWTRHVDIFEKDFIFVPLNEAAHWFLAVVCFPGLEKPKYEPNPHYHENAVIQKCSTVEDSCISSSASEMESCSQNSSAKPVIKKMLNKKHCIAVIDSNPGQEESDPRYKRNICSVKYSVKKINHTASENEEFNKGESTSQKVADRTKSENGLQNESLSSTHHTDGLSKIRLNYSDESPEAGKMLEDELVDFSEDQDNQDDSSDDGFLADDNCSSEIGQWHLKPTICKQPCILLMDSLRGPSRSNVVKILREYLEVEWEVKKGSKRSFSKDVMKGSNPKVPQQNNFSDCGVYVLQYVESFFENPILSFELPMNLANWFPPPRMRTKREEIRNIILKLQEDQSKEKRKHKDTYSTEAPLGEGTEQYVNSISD
UBC13 polyUb: UBC13 polyubiquitin chain formation inhibitors, primary screen, biochemical, TR-FRET, uHTS | inhibition, % at 20 µM | hit rate 0.47% among 330,000 | AID 485273, 2010; in the data active means inhibition above about 45%, passing the limit was not always enough; inconclusive means no clear call, values can overlap the other calls
Target sequence (P61088 whole entry, looked up): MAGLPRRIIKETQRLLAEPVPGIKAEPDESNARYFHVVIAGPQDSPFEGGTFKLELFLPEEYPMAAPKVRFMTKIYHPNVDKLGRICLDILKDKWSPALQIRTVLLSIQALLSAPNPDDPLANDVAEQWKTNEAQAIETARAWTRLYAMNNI
SENP7 block: SENP7 protease inhibitors, primary screen, biochemical, luminescence, uHTS | recombinant SENP7, Z-RLRGG-aminoluciferin luminescence, 40 min | inhibition, % at 5 µM | hit rate 1.5% among 330,000 | AID 434973, 2010;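 active means inhibition above about 50% at the single test dose, limit read from the data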;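 further: plate controls were DMSO with enzyme for no effect and no enzyme buffer wells for full effect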
Starred values were filed as active, the others as inactive; ? = inconclusive; . = no result given.

SMILES | Apaf-1 inh | SENP8 block-1 | SENP8 block-2 | APOBEC3G inh | SENP1 inh | SENP6 inh | UBC13 polyUb | SENP7 block
COc1ccc(C(=O)N2N=C3CC(C)(C)OCC3C2c2ccccc2)cc1 (configuration not stated) | -4 | 10 | 2 | -5 | 2 | 2 | 4 | 1
O=C(Nc1ccccc1C(=O)NCc1cccnc1)c1ccccc1F | 6 | 2 | -3 | 0 | 1 | 0 | 4 | -1
CC(NC(=O)c1ccccc1Cl)c1nnc(SCC(=O)Nc2ccc(C(=O)O)cc2)n1C (configuration not stated) | 8 | 14 | -7 | -8 | 4 | -13 | -4 | -9
CCCc1nnc(NC(=O)c2c(O)c3cccc4c3n(c2=O)CCC4)s1 | 23 | . | -2 | 4 | . | -1 | 41 | 1
COc1ccc(C(=O)OCC(=O)NCC2CCCO2)cc1[N+](=O)[O-] (configuration not stated) | 2 | 12 | -2 | 5 | 2 | 3 | 0 | 8
CN(c1ccc(OCC(=O)N2CCCCC2)cc1)S(=O)(=O)c1cccs1 | 5 | 24 | -9 | 1 | -3 | -9 | 1 | 9
C(=C\c1ccccc1)/CSc1nnc(-c2ccccc2)n1Cc1ccco1 | 13 | 8 | -6 | -4 | -5 | -32 | -8 | 0
O=C(O)C(NC(=O)C1CCCN1C(=O)OCc1ccccc1)c1ccccc1 (configuration not stated) | 4 | 6 | 4 | -3 | 1 | 1 | -4 | 4
CCC(C)(C)NS(=O)(=O)c1cc(CN2C(=O)c3cccnc3C2=O)ccc1OC | 7 | 6 | -3 | -3 | 0 | -8 | 5 | 4
N#CC1=C(N)SC(N)=C(C#N)C1c1c(Cl)cccc1Cl | -4 | -210 | 2 | -9 | -17 | 0 | ? | 10
Cc1ccccc1OCc1nc2ccccc2c(=O)n1/N=C/c1c[nH]c2ccccc12 | 5 | 6 | -4 | 1 | -2 | -11 | -9 | -3
O=C(c1ccc(F)cc1)C1CCN(C(=O)c2ccccc2)CC1 | -14 | 9 | 2 | -11 | 0 | 14 | 7 | 1
C=CCSc1nc2c(c(=N)n1CC=C)C1CCCC1S2 (configuration not stated) | 24 | 17 | 5 | -2 | 1 | 4 | 3 | 9
CCOc1[nH]n(-c2ccccc2)c(=O)c1C=NCC(=O)OC | 1 | 12 | -2 | -6 | 2 | -12 | -3 | -6
O=C(OCC(=O)c1ccccc1Br)c1ccncc1 | -1 | 8 | -12 | -9 | 1 | -8 | 6 | -9
Cc1ccc(-c2nnn(CC(=O)N(CC3CCCO3)C(C(=O)NC3CCCC3)c3ccc(O)cc3)n2)o1 (configuration not stated) | 17 | 20 | -10 | -3 | 1 | 3 | -12 | -13
CCCCCCCNC(=O)C1(CC2CC(c3cccc(Br)c3)=NO2)CCN(C(=O)c2cc(OCC)c(OCC)c(OCC)c2)CC1 (configuration not stated) | 20 | 8 | 10 | 9 | 3 | 3 | 7 | -3
CCc1cc2c(cc3c(=O)n(CC(=O)N4CCN(c5ccccn5)CC4)nc(CC)n32)s1 | 3 | -17 | 0 | -2 | 0 | -18 | 6 | -8
CCOCCCNC(=S)N1CCCN(c2nc3cc(C)ccc3cc2C#N)CC1 | 5 | -66 | -2 | -8 | -92 | -1 | 8 | 4
O=C(O)c1ccc2c(c1)CCC2 | -2 | 0 | 0 | -6 | 1 | 4 | -2 | -5
CC(C)NC(=O)c1onc(CSc2ccc(F)c(F)c2)c1C(=O)O | 4 | 8 | -4 | -4 | 3 | -3 | -18 | -4
COc1ccc(Nc2ncnc3ccccc23)c(OC)c1 | 4 | -89 | 2 | 3 | -1 | 6 | -1 | -1
O=C(NCCN1CCN(c2ccccc2)CC1)c1ccccc1F | 2 | 16 | -4 | -2 | 1 | 5 | 2 | 1
Cc1cc(C)nc(SCc2nnc(SCC(=O)N3CCOCC3)o2)n1 | 2 | 36 | 3 | -3 | 0 | -4 | 12 | 1
Cc1cc(C(=O)O)c2ccccc2n1 | -12 | 15 | 1 | -6 | 1 | 10 | 1 | 2
(more compounds)
SMILES | Apaf-1 inh | SENP8 block-1 | SENP8 block-2 | APOBEC3G inh | SENP1 inh | SENP6 inh | UBC13 polyUb | SENP7 block
O=C(Nc1c(C(=O)N2CCOCC2)cnn1-c1ccccc1)c1ccccc1F | 10 | 7 | 1 | -3 | 1 | -6 | -1 | -2
Cc1ccc(S(=O)(=O)Nc2ccccc2F)cc1C(=O)N1CCCC1 | -2 | 2 | -1 | -1 | 0 | 3 | -1 | 1
COc1ccccc1-c1c(C)nn2c(N3CCOCC3)cc(C)nc12 | 3 | -95 | 7 | -6 | 3 | 5 | 1 | -2
CC(=O)c1ccc2c(c1)c(C#N)c1ccccc1[n+]2[O-] | 74* | -271 | 25 | 1 | -28 | 49 | -90 | 15
CCNC(=O)N(C)C[C@H]1N[C@@](C)(C(=O)OC)[C@H]2C(=O)N(C)C(=O)[C@@H]12 | 2 | 1 | -9 | -10 | 1 | -30 | -4 | -4
CCOC(=O)CSc1nc2c(c(=O)[nH]c(=O)n2C)n1CCCc1ccccc1 | 11 | 20 | 3 | 2 | 0 | 8 | 4 | 9
CC1(C)[C@H](C(=O)O)N2C(=O)C[C@H]2S1(=O)=O | -1 | -2 | -14 | -6 | 0 | -11 | -14 | 7
OC1(C#CCN2CCCC2)CCCCC1 | -2 | 15 | -4 | -3 | 0 | 6 | 0 | 2
CC(=O)Nc1ccc(NC(=O)C(C)OC(=O)CNC(=O)c2cccs2)cc1 (configuration not stated) | -1 | 6 | 3 | -12 | 1 | 4 | 7 | -2
c1ccc(C[C@H]2CN=C(Nc3ccccc3)N2CC2CCCCCC2)cc1 | 27 | 5 | -6 | -7 | 1 | -18 | 17 | -8
C=CCC[C@H](Cc1ccc(F)cc1)C(=O)OC[C@@H](C)NC(=O)[C@@H](CC=C)CC(=O)N[C@@H](CO)Cc1ccccc1 | 14 | 4 | -1 | -6 | 1 | -14 | 12 | 5
CC(C)c1ccc2oc(-c3ccc(N)cc3)nc2c1 | 36 | -277 | 86* | -10 | -6 | 94* | -3 | 93*
O=C(O)c1ccc(-c2ccc(Cl)cc2Cl)o1 | 29 | 6 | 3 | 1 | 2 | -17 | -9 | -3
Cc1csc(NC(=O)CCc2c(C)nc3cc(-c4cccc(F)c4)nn3c2C)n1 | 18 | -373 | -5 | -15 | 3 | -16 | 32 | -13
COc1ccc(-c2nc(SCc3ccccc3)n(S(C)(=O)=O)n2)cc1 | 8 | 12 | -4 | 4 | 0 | -6 | -6 | -1
COc1ccc(CC(=O)OCC(=O)N2CCCC(C)C2)cc1 (configuration not stated) | 7 | 12 | -7 | -7 | 0 | -20 | -10 | -7
COCCCn1c(SCC(=O)Nc2cccc(C)n2)nnc1-c1ccco1 | 14 | 22 | 1 | -4 | -2 | -15 | -6 | -3
Cc1ccc(S(=O)(=O)N2CCN(C(=O)Cc3c(F)cccc3Cl)CC2)cc1 | 8 | 2 | -11 | -6 | 1 | -20 | -4 | -2
CC(=O)/C=C1/C(=O)Nc2ccccc21 | 5 | 25 | -5 | -3 | -4 | -18 | 1 | 2
COc1ccccc1S(=O)Cc1ccc(C(=O)O)o1 (configuration not stated) | 0 | 4 | -7 | -7 | 2 | -6 | -6 | -9
Cc1cccc(NC(=O)NC(=O)c2ccccc2)n1 | -7 | 10 | 22 | -5 | 4 | -8 | 16 | 54*
O=c1cc(N2CCN(c3ccccc3)CC2)[nH]c(=O)n1-c1ccccc1Cl | -12 | 15 | 1 | -3 | -8 | -6 | -2 | 4
Cc1ccc(S(=O)(=O)Nc2cccc(Oc3cnccn3)c2)cc1 | 4 | 7 | 2 | 3 | 2 | -7 | -11 | -4
Cc1cc(NC(=O)Cn2cnc3c(nnn3-c3ccc(C)c(Cl)c3)c2=O)no1 | -7 | 13 | 5 | -4 | -4 | 5 | 4 | 4
Cc1ccc(CNC(=O)C2CCN(C(=O)Nc3ccccc3)CC2)cc1 | 1 | 8 | -3 | -2 | 3 | -14 | 1 | 3

Brought forward from above: 6 entries; new compounds follow.
SMILES | Apaf-1 inh | SENP8 block-1 | SENP8 block-2 | APOBEC3G inh | SENP1 inh | SENP6 inh | UBC13 polyUb | SENP7 block
COc1ccccc1S(=O)Cc1ccc(C(=O)O)o1 (configuration not stated) | 0 | 4 | -7 | -7 | 2 | -6 | -6 | -9
Cc1cccc(NC(=O)NC(=O)c2ccccc2)n1 | -7 | 10 | 22 | -5 | 4 | -8 | 16 | 54*
O=c1cc(N2CCN(c3ccccc3)CC2)[nH]c(=O)n1-c1ccccc1Cl | -12 | 15 | 1 | -3 | -8 | -6 | -2 | 4
Cc1ccc(S(=O)(=O)Nc2cccc(Oc3cnccn3)c2)cc1 | 4 | 7 | 2 | 3 | 2 | -7 | -11 | -4
Cc1cc(NC(=O)Cn2cnc3c(nnn3-c3ccc(C)c(Cl)c3)c2=O)no1 | -7 | 13 | 5 | -4 | -4 | 5 | 4 | 4
Cc1ccc(CNC(=O)C2CCN(C(=O)Nc3ccccc3)CC2)cc1 | 1 | 8 | -3 | -2 | 3 | -14 | 1 | 3
Cc1noc(C)c1C(=O)Nc1cccc2ncccc12 | 7 | -5 | -3 | -8 | 1 | -32 | 6 | 3
CC(/C=N\N1CCN(Cc2ccc(C)cc2)CC1)=C\c1ccccc1 | 7 | 10 | -1 | 0 | 4 | -14 | -3 | 1
CC(C)(C)c1ccc(C(=O)NCCN2CCCC2)cc1 | 12 | 12 | 4 | 8 | 1 | 4 | -8 | 1
Clc1cccc(Cc2ccc(Cl)nn2)c1 | 3 | -4 | 5 | -3 | 2 | 8 | -1 | -4
CCn1c(SCC(=O)Nc2nccs2)nnc1-c1cc2cccc(OC)c2o1 | 3 | 7 | -3 | -1 | -4 | -12 | 8 | 5
COCCN1CCC(CNCc2cn(-c3cc(C)ccc3C)nc2-c2ccccc2)C1 (configuration not stated) | -1 | 20 | -6 | -9 | -3 | -11 | -1 | 2
CC(=O)C(C(C)=O)C1(O)C(=O)c2ccccc2C1=O | 86* | 61* | -15 | -5 | 1 | 40 | -14 | 18
C/C(=C/c1ccccc1)C(=O)N1CCC(C)CC1 | -10 | 22 | -4 | -9 | 1 | -8 | 6 | -1
CCOC(=O)N1CCN(C(=O)c2ccc3nc(SCc4ccc(F)cc4)n(C)c3c2)CC1 | 17 | 14 | 3 | -4 | 1 | -12 | -4 | -3
CCOC(=O)N/N=C/c1cn(CCCOc2ccccc2)c2ccccc12 | 13 | 2 | -10 | -6 | 0 | -35 | -8 | -2
CC1CCC(NC(=O)c2cc3ccccc3cc2O)CC1 (configuration not stated) | -4 | -125 | 1 | -7 | -21 | 19 | 7 | 4
CC(C)c1nc(-c2c(N)n(C)c(=O)n(C)c2=O)sc1C(=O)C(C)(C)C | 8 | 5 | 7 | -2 | -1 | 5 | 2 | 3
CCCCn1c(N)c(Br)c(=O)[nH]c1=O | -1 | 7 | -4 | 0 | 0 | -11 | -6 | 10
Nc1ccc2c(c1)N=[N+]([O-])c1cc(N)ccc1C2 | -1 | 12 | 0 | -1 | 2 | 6 | -9 | -2
COC1CCCN(Cc2c(C(=O)N3CCc4ccccc4C3)nc3ccc(Cl)cn23)C1 (configuration not stated) | -6 | -8 | -15 | -5 | 0 | -10 | -3 | 12
O=C(CSc1ccc(-c2ccccc2)nn1)NC1CCCCC1 | 3 | 4 | -13 | -5 | 0 | -14 | -8 | 5
